# Assay outcomes as filed in PubChem.
# RGS4 inh = inhibitors of human regulator of G protein signaling 4; P49798; Transcreener GDP fluorescence polarization, RGS4-accelerated GTP hydrolysis; Potency, µM (doses to about 114 µM), inactives show top-dose activity change, negative = inhibition, hits mostly inhibitors; 390,000 tested, 0.039% active; further: potency means the concentration at half of the fitted maximal effect; on the % scale 0 is the no-effect control and ±100 the full control effect; nearly all actives have a fitted effect of over 75% in size; some results filed as inactive show a strong effect at the top dose
# Target sequence (P49798 whole entry, looked up): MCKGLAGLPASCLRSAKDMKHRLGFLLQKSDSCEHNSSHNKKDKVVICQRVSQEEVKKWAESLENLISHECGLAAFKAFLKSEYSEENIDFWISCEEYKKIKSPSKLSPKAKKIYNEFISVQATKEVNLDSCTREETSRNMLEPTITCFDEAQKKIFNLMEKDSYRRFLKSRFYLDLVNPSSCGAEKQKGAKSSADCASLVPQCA
#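 MLSMR compounds (23 nl, pin-transferred) preincubated 10 min at room temperature with a 500nM (2x) first reagent, then RGS4 at 900nM (2x) plus Transcreener GDP mix added; fluorescence polarization (620/688 nm) read before and after 90 min at 30 °C.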
# LDHA block = inhibitors of human lactate dehydrogenase A; P00338; purified LDHA, NADH/diaphorase-resazurin fluorescence; stronger effect = lower value; activity change, % (values are at about 110 or 230 µM); 480,000 tested, 0.15% active; AID 1347041; in the data active means activity change below about -30%; inconclusive means mostly about -25% to -30%;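 further: plate controls were DMSO wells for no effect and wells without enzyme for full effect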
#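 Resorufin fluorescence (ex540/em590), read at 0 and 20 min after diaphorase/resazurin addition, reports the NADH left after a 5 min room-temperature reaction of 2 nM human LDH5 with 0.06 mM NADH and 0.2 mM pyruvate.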
# D2 ag = activates the human D2 dopamine receptor | P14416 | AID 485358 | HEK293 T-REx D2 cells, calcium flux agonist mode | activation, % at 2 µM | 340,000 tested, 0.53% active;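 active means activation over 3 SD above normal in the single-dose calcium agonist read, cut at about 30% in these data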; further: 0% is about no effect
# Target sequence (P14416 whole entry, looked up): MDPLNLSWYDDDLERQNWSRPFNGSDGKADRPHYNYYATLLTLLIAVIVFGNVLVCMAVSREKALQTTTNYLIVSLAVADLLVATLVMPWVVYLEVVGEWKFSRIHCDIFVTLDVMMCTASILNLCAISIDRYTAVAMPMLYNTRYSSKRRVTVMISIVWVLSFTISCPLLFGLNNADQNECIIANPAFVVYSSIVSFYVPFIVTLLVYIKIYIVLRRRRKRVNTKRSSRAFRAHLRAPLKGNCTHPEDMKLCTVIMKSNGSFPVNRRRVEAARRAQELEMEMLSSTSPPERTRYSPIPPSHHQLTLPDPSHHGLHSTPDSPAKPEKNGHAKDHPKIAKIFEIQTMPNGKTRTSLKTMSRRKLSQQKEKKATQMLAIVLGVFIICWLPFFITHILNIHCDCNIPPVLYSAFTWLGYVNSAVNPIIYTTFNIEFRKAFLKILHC
#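 Agonism is scored from calcium flux in a force-coupled, inducible HEK293 cell line expressing D2, read kinetically for 180 s after compound addition against dopamine controls.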
# Vif-APOBEC3G blk = blocks the Vif interaction with human APOBEC3G; Q9HC16; HeLa A3G-eYFP + Vif (tagged APOBEC3G with the HIV-1 protein that degrades it), YFP fluorescence, overnight; Potency, µM (series often up to 46.1 µM), for inactives: top-dose activity, negative = active, most hits filed as inhibitors; 410,000 tested, 0.076% active; AID 602310;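 further: potency means the concentration at half of the fitted maximal effect; on the % scale 0 is the no-effect control and ±100 the full control effect; nearly all actives have a fitted effect of over 60% in size; hits raise eYFP signal because A3G escapes Vif-driven loss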
#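 Read-out is eYFP fluorescence (Ex 488/Em 500-530) from Vif-expressing HeLa A3G-eYFP cells; more signal means A3G escaped Vif-mediated degradation. Cells plated overnight, compound pinned in, incubated overnight at 37 deg C.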
# D2 antagonist = D2 dopamine receptor (human) antagonism; HEK293 TREx D2 cells, calcium flux, dopamine EC80; inhibition, % at 10 µM; 340,000 tested, 2% active; AID 485344; in the data active means inhibition above about 30%; further: 0% is about no effect
#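 Calcium mobilization kinetics were recorded at 1 s intervals in tetracycline-induced HEK293 T-REx D2 cells, first for 180 s after compound addition and then 180 s after EC80 dopamine.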
# 12-LOX inh = inhibitors of human 12S-lipoxygenase ALOX12; P18054; purified 12hLO, xylenol orange hydroperoxide absorbance; Potency, µM (top dose mostly 108 µM), inactives show at the top dose activity change, negative = inhibition, hits mostly inhibitors; 580,000 tested, 1.1% active; AID 1671190; further: potency means the concentration at half of the fitted maximal effect; on the % scale 0 is the no-effect control and ±100 the full control effect
#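 Purified human 12hLO at 150 nM in 25 mM Hepes, 0.01% Triton X-100, pH 7.0, preincubated 15 min at room temperature with compound. Reaction started with 40 uM arachidonic acid, 30 min at room temperature. Hydroperoxide measured by Fe-xylenol orange, 573/405 nm absorbance ratio.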
# Glioma ERSR ind = ER stress response induction in glioma; U87-MG GRP78 promoter luciferase reporter, 16 h; Potency, µM, without a hit: at the highest dose activation, usual class: activators; 420,000 tested, 0.02% active; AID 602332; further: potency means the concentration at half of the fitted maximal effect; series mostly up to about 76 µM; % of control where 0% means no effect; nearly all actives have a fitted effect of over 35% in size
#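 Stably transfected U87-MG human glioma cells carrying a GRP78-based luminescent sensor were seeded at 1000 cells/well, pin-dosed with compounds and incubated 16 h. Luciferase reagent was then added, and end-point luminescence was read after 10 min at room temperature.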
# ERG-DNA inh = ERG Ets/DNA interaction inhibition | P11308 | fluorescence polarization, His-ERG Ets domain / labelled DNA | Potency, µM (top dose mostly 76.9 µM), inactives show top-dose FP activity, negative = inhibition, hits mostly inhibitors | 370,000 tested, 0.028% active | AID 624246; active means well fitted inhibition curve with a large enough effect in the polarisation, with a control signal flat; inconclusive means small, poorly fitted or top-dose-only effect, or effect the other way, or a change in a side signal; inactive means no such curve, though single readings can be large or run the other way; the % refers to the polarisation;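 further: polarization taken with two DNA probes labelled with fluorescein and Texas red; potency means the concentration at half of the fitted maximal effect; % of control where 0% means no effect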
# Target sequence (P11308 whole entry, looked up, the tested form may be a part): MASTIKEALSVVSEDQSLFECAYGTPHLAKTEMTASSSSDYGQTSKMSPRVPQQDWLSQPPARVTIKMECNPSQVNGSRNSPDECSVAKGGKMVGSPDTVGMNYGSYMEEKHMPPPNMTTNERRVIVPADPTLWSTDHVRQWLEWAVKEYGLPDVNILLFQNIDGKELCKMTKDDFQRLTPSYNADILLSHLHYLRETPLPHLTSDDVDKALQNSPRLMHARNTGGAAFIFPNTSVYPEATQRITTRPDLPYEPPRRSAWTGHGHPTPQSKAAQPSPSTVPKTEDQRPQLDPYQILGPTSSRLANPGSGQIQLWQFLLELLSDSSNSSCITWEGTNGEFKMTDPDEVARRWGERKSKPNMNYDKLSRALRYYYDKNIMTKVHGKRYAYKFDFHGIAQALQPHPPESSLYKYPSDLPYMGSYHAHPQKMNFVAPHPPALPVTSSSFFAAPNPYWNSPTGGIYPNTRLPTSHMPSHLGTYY
#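 His-tagged ERG Ets domain (1 uM in the protein solution; 300mM KCl, 50mM Tris-HCl, 1mM EDTA, 1mM DTT, pH 7.5) received compound, then a probe mix of 5 nM fluorescein-DNA and 100nM Texas-615-DNA. Fluorescence polarization was read for both dyes.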
# Vif-APOBEC3F blk = Vif-A3F binding inhibition. HeLa A3F-eYFP + Vif (tagged APOBEC3F with the HIV-1 protein that degrades it), YFP fluorescence increase. Potency, µM (titrated, usually from 46.1 µM), inactives show top-dose activity, negative = active. 390,000 tested, 0.2% active; further: potency means the concentration at half of the fitted maximal effect; % of control where 0% means no effect; nearly all actives have a fitted effect of over 65% in size
#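 HeLa cells stably expressing A3F-eYFP plus Vif, plated and incubated overnight at 37 deg C, then exposed to compounds overnight at 37 deg C. Blocked degradation read as raised yellow fluorescence (Ex 488/Em 500-530).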
# Active calls of the source: *; u = inconclusive; x = not tested or not shown; [ ] = remark or other dose. Unless noted, the call rests on the fitted dose curve; in most records, active means well fitted curve in the direction sought with a large enough effect; inconclusive means small, poorly fitted or top-dose-only effect, or another doubt; inactive means no such curve, though single readings can be large; an effect the other way counts as inactive or inconclusive. A portion of the library; the hit share may differ from the screen's.
SMILES,RGS4 inh,LDHA block,D2 ag,Vif-APOBEC3G blk,D2 antagonist,12-LOX inh,Glioma ERSR ind,ERG-DNA inh,Vif-APOBEC3F blk
Cc1[nH]c2ccccc2c1CCNC(=O)c1c(N)no[n+]1[O-],-11%,5,2.1,-5%,-5,0%,2%,1%,-5%
CCc1ccccc1NC(=S)NC1CC2CCCC(C1)N2Cc1cccs1 (configuration not stated),10%,-12,-0.8,0%,72*,-11%,-2%,x,1%
CC(=O)Nc1c2c(nn1-c1ccccc1)CS(=O)C2 (configuration not stated),-3%,-1,0.2,2%,-20,-11%,-3%,3%,6%
O=C(c1ccc(Cl)cc1)C1CCN(C(=O)c2ccc(F)cc2)CC1,3%,0,-0.6,3%,15,-4%,-5%,-1%,0%
O=C(NCC(=O)N1CCN(c2ccccc2O)CC1)c1ccc2c(c1)OCO2,1%,17,-0.6,-1%,11,32µM*,-3%,-6%,-8%
C#CCOCCOCCOCCNc1nc(N2CCN(C(=O)[C@H](CCC(=O)O)n3cc([C@@H](N)[C@H](C)CC)nn3)CC2)nc(N2CCN(C(=O)[C@H](CCCCN)n3cc([C@@H](N)CC(N)=O)nn3)CC2)n1,-14%,3,x,-2%,x,-6%,-2%,-2%,-4%
CC(C)(C)OC(=O)N1CCN(C(=O)c2nc[nH]c2C(=O)N2CCN(c3ccccc3)CC2)CC1,4%,-7,1.9,0%,-6,u,-2%,-4%,2%
CC(C)CCNC(=O)c1ccc(Cn2c(=O)c3cccn3c3cccnc32)cc1,-15%,-14,10,1%,x,-13%,-2%,-9%,11%
COc1ccc(-c2nnc3c4ccccc4c(-c4ccccc4)nn23)cc1,12%,-6,0.5,-3%,x,-19%,-1%,2%,4%
O=C(CCCCCn1c(=S)[nH]c2ccsc2c1=O)NC1CCCCC1,-18%,-3,-0.2,2%,12,-23%,-3%,-4%,6%

# Sorted by molar mass (rising): some entries from above.
SMILES,RGS4 inh,LDHA block,D2 ag,Vif-APOBEC3G blk,D2 antagonist,12-LOX inh,Glioma ERSR ind,ERG-DNA inh,Vif-APOBEC3F blk
O=C(CCCCCn1c(=S)[nH]c2ccsc2c1=O)NC1CCCCC1,-18%,-3,-0.2,2%,12,-23%,-3%,-4%,6%
CC(C)(C)OC(=O)N1CCN(C(=O)c2nc[nH]c2C(=O)N2CCN(c3ccccc3)CC2)CC1,4%,-7,1.9,0%,-6,u,-2%,-4%,2%
C#CCOCCOCCOCCNc1nc(N2CCN(C(=O)[C@H](CCC(=O)O)n3cc([C@@H](N)[C@H](C)CC)nn3)CC2)nc(N2CCN(C(=O)[C@H](CCCCN)n3cc([C@@H](N)CC(N)=O)nn3)CC2)n1,-14%,3,x,-2%,x,-6%,-2%,-2%,-4%

# (listing goes on)
SMILES,RGS4 inh,LDHA block,D2 ag,Vif-APOBEC3G blk,D2 antagonist,12-LOX inh,Glioma ERSR ind,ERG-DNA inh,Vif-APOBEC3F blk
COc1ccc(CNC(=O)C2CC(=O)N(c3ccc(OCC(=O)N4CCCCC4)cc3)C2)cc1 (configuration not stated),-14%,-4,1.1,4%,16,u,-2%,-5%,0%
COc1ccc(C(CNC(=O)CCNS(=O)(=O)c2ccc(Br)cc2)N2CCOCC2)cc1 (configuration not stated),-10%,0,x,1%,x,5%,3%,-1%,0%
Cc1ccc(-n2ncc3c(N4CCN(Cc5ccccc5)CC4)ncnc32)cc1Cl,-6%,-1,x,-2%,x,0%,-2%,2%,-6%
CCCN1CCN(CCCNC(=O)C2CCCN(c3nc4ccc(OCC)cc4s3)C2)CC1 (configuration not stated),9%,-2,x,1%,x,2%,-4%,2%,0%
Cc1ccc(C(=O)Nc2cccc(C(=O)N/N=C/c3ccc(O)cc3)c2)cc1,-17%,4,-2.5,u,18,21%,-9%,3%,u
Cc1ccc(OCCn2c(CNc3ccccc3C)nc3ccccc32)cc1,-6%,4,0.2,2%,x,7%,0%,-9%,0%
CN=C(Nc1cc(Cl)ccc1Cl)SC1CC(=O)N(c2ccc(C(=O)OC)cc2)C1=O (configuration not stated),-3%,-3,0.5,-18%,10,-8%,-1%,-4%,-22%
O=C(COc1ccc(/C=N/NS(=O)(=O)c2ccccc2)cc1)Nc1ccccc1,-7%,-5,0.9,-1%,-6,-6%,-1%,8%,1%
O=C(c1cccc(Cl)c1)N1CCN(C(=O)c2ccccc2F)CC1,-22%,-2,x,-2%,x,10%,-5%,5%,1%
CCC(Sc1nc2ccccc2c2nc(CCc3c(C)n[nH]c3C)nn12)C(=O)Nc1ccc(F)cc1 (configuration not stated),-23%,0,1.0,-1%,x,-10%,-2%,-6%,4%
COc1ccccc1CCC(=O)Nc1nccs1,-4%,-3,2.6,-3%,6,0%,-2%,-5%,9%
C[C@@H]1CCCCO[C@H](CN(C)S(=O)(=O)c2ccccc2)[C@@H](C)CN([C@H](C)CO)C(=O)c2cc(NC(=O)Cc3ccccc3)ccc2O1,x,1,x,2%,x,u,-3%,x,-1%
O=C(/C=C/c1ccc(F)cc1)NCc1cccs1,6%,-7,-0.2,-4%,-9,-16%,1%,7%,-20%
COc1ccc2[nH]c(=O)c(C(c3nnnn3C3CCCCC3)N3CCN(C)CC3)cc2c1 (configuration not stated),-16%,6,0.8,2%,14,-10%,-4%,0%,-6%
CC(C)(C)c1ccc(C(=O)Nc2ccccc2C(=O)OCc2cc(=O)n3ccsc3n2)cc1,-22%,-1,1.0,1%,x,-12%,5%,2%,-2%
COc1cccc(NS(=O)(=O)c2cc3[nH]c(=O)c(=O)[nH]c3cc2C)c1,-10%,1,1.4,1%,1,-3%,0%,2%,-13%
O=C(NCCCN1CCOCC1)C(c1ccccc1)c1ccccc1,-14%,-7,-0.1,1%,2,-11%,1%,2%,-13%
Cc1cc(-c2ccccc2)oc(=O)c1NC(=O)c1ccccc1,-17%,-3,0.7,-11%,5,8%,8%,9%,-3%
COc1ccc(-c2noc(-c3ccc(N4CCN(C)CC4)c([N+](=O)[O-])c3)n2)cc1,7%,-6,-0.9,0%,x,2%,1%,0%,8%
CCOC(=O)c1cn2ccc(C)cc2n1,-70%[56.9 µM],-1,1.2,10%,-3,0%,3%,-12%,-2%
CCC(C)NC(=O)CN1c2cccc3cccc(c23)S1(=O)=O (configuration not stated),15%,2,0.2,1%,1,u,-2%,1%,-11%
CN(C)Cc1ccccc1CCc1ccccc1,1%,-2,x,-2%,x,1%,-5%,-9%,4%
O=C1[C@@H]2[C@@H](CN3CN(c4ccccc4)N=C(c4ccccc4)[C@@]23c2ccccc2)C(=O)N1c1ccccc1,u,-2,x,-6%,x,-13%,-7%,x,u
COC(=O)c1ccccc1NC(=O)NC1CCN(Cc2ccccc2)CC1,12%,-11,0.9,1%,64*,-1%,-1%,-5%,-12%
COc1ccc(OCCSc2ccc(S(=O)(=O)N3CCCC3)cn2)cc1,-12%,-8,-1.0,-1%,-12,-1%,-5%,-11%,-1%
O=C(O)c1cc(NC(=O)c2ccc(Br)cc2)cc(NC(=O)c2ccc(Br)cc2)c1,-19%,1,0.2,-4%,3,10%,-1%,-2%,0%
CCC(C)NC(=S)N1CCN(Cc2ccccc2)CC1 (configuration not stated),0%,-11,0.2,12%,-3,-15%,-5%,0%,0%
Cc1cc(=O)oc2cc(OCC(=O)Nc3c(C(C)C)cccc3C(C)C)ccc12,4%,-11,-1.7,3%,x,-10%,-3%,-7%,-7%
CSCC[C@H](N)C(=O)N1CCC(C(=O)N[C@H](C)C(=O)Nc2ccc(C(C)C)cc2)CC1,3%,-1,0.1,1%,2,-3%,-1%,1%,-6%
O=C(CNC(=O)c1sc2ccccc2c1Cl)NCc1cccc(C(F)(F)F)c1,-6%,-1,0.1,-5%,-5,6%,-9%,2%,2%
COC(=O)c1ccc(CS(=O)(=O)c2ccc(C)cc2)cc1,4%,1,0.2,-8%,-10,-3%,-4%,-4%,-3%
NC(=S)c1ccc(OCCCc2ccccc2)cc1,x,-8,x,-1%,x,u,2%,x,u
COc1ccc(S(=O)(=O)CCC(=O)NCc2ccc(C)o2)cc1,-36%,2,-0.6,2%,22,134%,-4%,-1%,1%
CCC1CN(C(=O)C2CCN(S(=O)(=O)c3c(C)noc3/C=C/c3ccc(C)cc3)CC2)c2cc(C)ccc2O1 (configuration not stated),-33%,9,x,0%,x,-29%,0%,0%,-4%
COc1ccccc1C(=O)NC(=O)COC(=O)CNC(=O)c1ccc(Cl)cc1Cl,5%,-2,-0.9,0%,2,0%,-1%,1%,-11%
CC(C)CC(=O)NC(=S)Nc1ccc(Cl)cn1,-3%,-7,-1.5,-2%,4,-35%,12%,-1%,1%
Cc1c(-c2nsc(NC(=O)c3ccccc3)n2)nnn1-c1ccc(C(F)(F)F)c(Cl)c1,-8%,-23,0.9,-12%,x,-12%,-2%,1%,-7%
O=C1COc2ccc(S(=O)(=O)CCC(=O)N3CCN(c4cccc(Cl)c4)CC3)cc2N1,54%,-2,0.0,-2%,-12,-14%,-3%,-1%,-2%
Cc1ccc(NC(=O)Nc2cc3c(cc2N2CCCCC2)n(C)c(=O)n3C)cc1Cl,3%,8,-0.4,3%,x,u,-3%,-5%,1%
Cc1cc(C)c(NC(=O)COCc2cc(-c3cccs3)on2)c(C)c1,19%,-4,-0.4,5%,x,-12%,-4%,-2%,0%
Brc1cc2c(cc1COc1ccc(-c3nn[nH]n3)cc1)OCO2,2%,-9,0.6,2%,0,0%,4%,10%,0%
CCCCn1c(N)c(N(C(=O)CSc2nnc(C)n2-c2ccccc2)C2CCCC2)c(=O)[nH]c1=O,-34%,-10,0.5,-4%,10,12%,-3%,-4%,1%
